CF NFkB inh: blocks PAF-induced NF-kB reporter in cystic fibrosis cells; KKLEB NF-kB-GFP reporter, GFP fluorescence overnight; inhibition, % at 5 µM; 360,000 tested, 0.86% active;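 active = at least 50% inhibition at 5 µM, scaled per plate between neutral and stimulator controls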;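 note: PAF is a Pseudomonas aeruginosa culture filtrate used as stimulus; plate controls were PAF-stimulated DMSO wells for no effect and unstimulated DMSO wells for full effect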
Shn3 3UTR inh: inhibitors of Schnurri-3 3'UTR reporter in osteoblasts; inhibition, % at 12.5 µM; 360,000 tested, 0.52% active; Clone20 osteoblast Shn3 3'UTR firefly luciferase, 24 h;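 active = mean inhibition of at least 75% with every replicate also reaching 75%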;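 note: 0% = median of neutral control wells and 100% = pilot-screen positive control compound; some compounds past the cut are filed as inactive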
HIF-2a block: inhibitors of HIF-2a | 786-0 RCC cells HIF-2a reporter, luciferase luminescence, overnight | inhibition, % at 18.8 µM | 360,000 tested, 0.72% active;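 active = inhibition of the luminescence signal of 40% or more relative to plate controls, in a single-dose primary screen at 18.75 µM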
TROY NFkB inh: TROY signaling inhibition; inhibition, % at 10 µM; 360,000 tested, 0.98% active; Q293 LMP1-TROYcd NF-kB luciferase reporter, 4 h;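 active = compounds whose plate-normalised and pattern-corrected inhibition of the luciferase reporter signal at the single screening dose is 50% or more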
NR2E3 ag-1: activates human photoreceptor nuclear receptor NR2E3. AID 2300. GST-NR2E3/biotin-RetCOR TR-FRET, 1536-well. 320,000 tested, 0.12% active. Q9Y5X4. inhibition of corepressor binding, % at 4.78 µM;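 active = percent inhibition above the cutoff of mean plus 3 SD of all tested compounds, set per screening campaign, cut at about 20% in these data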;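 note: 0% = DMSO wells and 100% = biotin wells as full block of FRET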
Target sequence (Q9Y5X4 whole entry, looked up): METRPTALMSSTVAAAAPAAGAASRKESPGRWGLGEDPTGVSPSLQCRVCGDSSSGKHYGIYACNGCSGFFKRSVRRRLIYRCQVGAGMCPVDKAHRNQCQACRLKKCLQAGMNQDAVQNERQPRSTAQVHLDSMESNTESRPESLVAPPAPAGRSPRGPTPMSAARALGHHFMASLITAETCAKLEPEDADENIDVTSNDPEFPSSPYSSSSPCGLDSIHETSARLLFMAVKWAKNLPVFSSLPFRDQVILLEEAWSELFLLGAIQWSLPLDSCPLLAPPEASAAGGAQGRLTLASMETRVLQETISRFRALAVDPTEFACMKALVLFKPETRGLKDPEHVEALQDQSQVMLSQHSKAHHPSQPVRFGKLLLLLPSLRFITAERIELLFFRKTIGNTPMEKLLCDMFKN
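Test system – NR2E3–RetCOR corepressor complex · Quantity – NR2E3 fusion 1.35 nM · Buffer or medium – Tris pH 7.5 · Incubation – Compound–protein incubation for 5 h at 4 °C · Technique – TR-FRET, Eu(K)-anti-GST donor, streptavidin-D2 acceptor, ex 340, em 617/671 nm · Evaluation – percent inhibition of 671/617 nm emission ratio versus biotin and DMSO controls · Plate – 1536-well format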
TWEAK Fn14 block: inhibitors of TWEAK-Fn14 interaction signaling | 360,000 tested, 2% active | inhibition, % at 10 µM | TWEAK-stimulated Fn14 reporter cells, luciferase luminescence, 8 h; in the data active = inhibition above about 50%
NR2E3 ag-2: agonists of human NR2E3 nuclear receptor | Q9Y5X4 | CHO-S Gal4-NCOR/VP16-NR2E3 two-hybrid, luciferase | inhibition of corepressor binding, % at 3.98 µM | 360,000 tested, 0.35% active | AID 602229;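 active = inhibition above the mean of all tested compounds plus 3 SD, cut at about 70% in these data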;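 note: 0% = DMSO with NR2E3 transfected cells and 100% = cells lacking NR2E3 construct; higher means lower luciferase signal from less NR2E3 corepressor binding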
TRAIL sens C8: sensitizes caspase-8 expressing cells to TRAIL. AID 624354. inhibition (viability loss, TRAIL sensitization), % at 10 µM. NB7+C8 cells + TRAIL, ATPlite viability luminescence. 360,000 tested, 1% active;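 active = compounds causing at least 50% loss of cell viability in the single-dose screen, relative to plate controls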
MITF TRPM1 inh: inhibitors of MITF-driven TRPM1 promoter in melanoma cells | SK-MEL-5 TRPM1 promoter luciferase, 24 h | inhibition, % at 12.5 µM | 330,000 tested, 0.83% active | AID 488899;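 active = mean inhibition across replicates of 60% or more, whatever share of single replicates reaches that level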; note: values of inactives mirror those of a sister screen read the other way
Peg3 promoter: inhibitors of Peg3 promoter | HeLa PEG-Prom luciferase reporter, luminescence, overnight | inhibition, % at 20 µM | 360,000 tested, 1.7% active | AID 588405;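 active = inhibition of at least 50% at 20 µM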
KKLEB cytotox: CF airway cell cytotoxicity counter-screen | KKLEB CF airway cells viability, ATPlite luminescence, overnight; stronger effect = lower value; cells stimulated with P. aeruginosa culture filtrate | activity change (cytotoxicity), % at 5 µM | 360,000 tested, 0.36% active;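 active = corrected activity change at or below -50% at 5 µM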
* = called active by the depositor; . = no result given. A portion of the library; the hit share may differ from the screen's.

SMILES	CF NFkB inh	Shn3 3UTR inh	HIF-2a block	TROY NFkB inh	NR2E3 ag-1	TWEAK Fn14 block	NR2E3 ag-2	TRAIL sens C8	MITF TRPM1 inh	Peg3 promoter	KKLEB cytotox
CSc1ncc(C(=O)Nc2cccc(Cl)c2C)c(C)n1	2	-12	-14	-7	-2	21	-8	3	-8	-5	5
O=C(c1ccc(N2C(=O)CCC2=O)cc1)N1CCN(c2ccccc2)CC1	7	5	10	10	-1	12	13	-8	-4	15	-2
Cn1c(=O)c2c(nc(N3CCNCC3)n2Cc2cccc3ccccc23)n(C)c1=O	-18	3	10	3	-3	-13	15	-7	-18	-8	3
O=C(O)c1ccccc1OCCOc1ccccc1C(=O)O	10	-14	5	-34	-4	4	-9	10	10	2	-1
CC[C@]12c3[nH]c4ccccc4c3CCN1C(=O)C(CC(=O)NCCN1CCOCC1)C[C@@H]2C(=O)N1CCN(C(=O)C2CC2)CC1 (stereo not given in full)	6	-11	14	6	.	19	-18	-8	-1	-1	-6
COc1ccc(-c2noc(-c3ccc(C)cc3)n2)cc1	-14	-18	-186	-43	4	5	-127	26	-68	-342	2
Clc1ccc(C2=C3CCCCn4c(-c5ccccc5)c[n+](c43)C2)cc1	-12	8	22	8	3	4	-6	19	-1	17	8
CCOP(=O)(OCC)c1nc(-c2cccc([N+](=O)[O-])c2)oc1N1CCCCC1	-3	2	24	5	-1	-9	-33	7	5	27	0
CCCNC(=O)c1nc2ncc(Br)cn2n1	-3	-10	4	-2	0	5	3	12	5	-6	-1
O=C(COC(=O)CC12CC3CC(CC(C3)C1)C2)Nc1cccnc1Cl	-1	9	13	-10	-2	-20	-3	-7	-16	-1	-5
O=C(Nc1ccc(S(=O)(=O)Nc2ncccn2)cc1)c1ccccc1	7	0	15	-14	3	-3	-12	-9	2	19	-2
Cc1ccc(C(=O)NC2CCN(CC(=O)NCc3cccs3)CC2)cc1	-38	5	5	0	1	0	19	-12	-5	0	-13
CN1CCN(c2ccccc2/C=N/NC(=O)c2cccnc2)CC1	-13	0	12	13	0	13	-3	3	12	15	1
COc1ccc(NC(=S)Nc2ccc(S(N)(=O)=O)cc2)c(OC)c1	-5	22	16	-13	2	3	-5	-7	2	22	1
Cc1nn(C)cc1/C=N/O	1	-9	23	3	1	-2	2	13	10	12	4
CCCCC(=O)Nc1ccccc1N1CCN(c2ccccc2)CC1	-3	-12	12	6	3	5	1	-4	16	9	-15
NC(=O)c1ncc(C(F)(F)F)cc1Oc1ccc(C(F)(F)F)cc1	5	7	13	-15	-1	-1	-10	1	10	14	1
Cc1nn(C)cc1/C=N/NC(=O)c1ccc2c(c1)OCO2	15	-27	-13	-75	-2	-3	-60	-5	-31	16	5
CN1CCCCc2c1nc1ccccc1c2N (tested in a mixture with another compound)	-21	20	0	-9	2	0	-10	12	11	5	20
CCOc1cc(CN2CCN(c3cccc(C(F)(F)F)c3)CC2)ccc1OC	6	26	-2	0	1	12	-11	0	-12	16	5
COc1ccc(OC)c(S(=O)(=O)NC(C)CCc2ccccc2)c1 (stereo not given)	9	-33	13	5	4	-4	-8	-15	5	24	8
O=C(OCc1ccccc1Cl)c1cc([N+](=O)[O-])ccc1N1CCOCC1	2	9	17	-1	3	-7	-2	-4	15	25	-19
CCOc1ccc(S(=O)(=O)NCc2ccc(Cl)cc2)c2cccnc12	3	-2	11	-5	-4	-3	-6	-8	-2	31	-2
O=C(COC(=O)c1cccc(-n2cnnn2)c1)c1ccc(Br)cc1	-4	-89	-36	-43	0	-15	-6	-15	-25	-82	1
N#Cc1cc(C(=O)c2ccccc2OCC(=O)Nc2ccccc2Cl)cn(C2CCCCC2)c1=O	-6	6	18	-14	2	17	-4	-4	0	16	1
COc1ccc(C2C(C#N)=C(N)Oc3cc(C)[nH]c(=O)c32)c(OC)c1OC (stereo not given)	-4	-10	1	1	3	14	-16	5	-8	18	9
Cc1ccc(NCC(=O)Nc2cccc(F)c2)cc1S(=O)(=O)N1CCCCCC1	7	57	15	22	1	18	-31	16	17	3	6
Fc1ccc(-n2c(CN3CCCCC3)n[nH]c2=S)cc1	-4	0	4	-4	1	6	-2	-14	-2	3	6
O=C(c1cccnc1)N1CCN(S(=O)(=O)c2ccc(F)cc2)CC1	17	8	1	0	0	-8	-21	5	8	15	-15
Clc1ccc(-c2nc(-c3cc4cc(Cl)ccc4o3)cs2)cc1	2	-1	0	-18	0	-14	-21	-10	.	-7	-4
O=C(O)C1=C[C@@H](C2CC2)C[C@@H](OCc2ccc(CO)cc2)O1	0	-107	11	7	2	-7	19	-6	11	-11	5
COc1ccc(CCNC(=O)CCS(=O)(=O)c2ccc(Br)cc2)cc1OC	-8	9	16	8	3	-5	-9	-8	6	8	3
COc1cc(CN2CCC(n3nccc3NC(=O)C3CC3)CC2)cc(OC)c1	-31	-5	7	-2	2	4	-5	-3	-8	19	14
COc1ccc(S(=O)(=O)N2CCC(C(=O)NCCC(=O)NCc3ccccc3OC)CC2)cc1	-4	0	9	7	-2	4	-22	-2	2	-65	-5
C/C=C/c1cccc(-c2nc(C(=O)NC3Cc4ccccc4C3)cc3c2[C@@H](CCO)N(C(C)=O)C3)c1	.	.	7	6	.	1	-23	10	.	.	.
Cc1ccc2nc(CCCc3nc4ccc(C)cc4[nH]3)[nH]c2c1	-45	-11	10	32	.	0	11	8	13	20	5

Among those listed so far, 3 have bromine:
SMILES	CF NFkB inh	Shn3 3UTR inh	HIF-2a block	TROY NFkB inh	NR2E3 ag-1	TWEAK Fn14 block	NR2E3 ag-2	TRAIL sens C8	MITF TRPM1 inh	Peg3 promoter	KKLEB cytotox
CCCNC(=O)c1nc2ncc(Br)cn2n1	-3	-10	4	-2	0	5	3	12	5	-6	-1
O=C(COC(=O)c1cccc(-n2cnnn2)c1)c1ccc(Br)cc1	-4	-89	-36	-43	0	-15	-6	-15	-25	-82	1
COc1ccc(CCNC(=O)CCS(=O)(=O)c2ccc(Br)cc2)cc1OC	-8	9	16	8	3	-5	-9	-8	6	8	3

Profiles as entered above. Order of values: CF NFkB inh | Shn3 3UTR inh | HIF-2a block | TROY NFkB inh | NR2E3 ag-1 | TWEAK Fn14 block | NR2E3 ag-2 | TRAIL sens C8 | MITF TRPM1 inh | Peg3 promoter | KKLEB cytotox
Cc1ccc2nc(CCCc3nc4ccc(C)cc4[nH]3)[nH]c2c1 reads -45 | -11 | 10 | 32 | . | 0 | 11 | 8 | 13 | 20 | 5
CN1CCCCc2c1nc1ccccc1c2N (tested in a mixture with another compound) reads -21 | 20 | 0 | -9 | 2 | 0 | -10 | 12 | 11 | 5 | 20

More results
SMILES	CF NFkB inh	Shn3 3UTR inh	HIF-2a block	TROY NFkB inh	NR2E3 ag-1	TWEAK Fn14 block	NR2E3 ag-2	TRAIL sens C8	MITF TRPM1 inh	Peg3 promoter	KKLEB cytotox
O=S1(=O)N=C(N2CCCC2)c2ccccc21	0	-9	13	7	2	-8	-12	-14	4	10	-8
COCCCNC(=O)CN(c1ccc(OC)cc1)S(=O)(=O)c1ccc(NC(C)=O)cc1	12	9	9	4	3	-19	-4	-9	0	-1	5
C/C(Cl)=C/Cn1c(SCC(C)C)nc2c1c(=O)[nH]c(=O)n2C	31	4	10	16	0	-9	-13	-1	-8	17	-20
CC(=O)c1ccc(O)c(CC=C(C)C)c1O	19	3	-3	-11	0	-5	-23	-8	-11	10	-13
CCN(C(=O)CN(C)Cc1cccc(Cl)c1Cl)c1c(N)n(Cc2ccccc2)c(=O)[nH]c1=O	4	8	4	-2	-4	8	-8	-2	-4	11	2
O=C(O)c1ccc(CSC2CCCCC2)cc1	-5	6	-7	6	-5	-6	-13	-16	9	10	-7
CCCCNC(=O)CC1N=C2c3ccccc3N=C(SCC(=O)Nc3ccccc3OC)N2C1=O (stereo not given)	-3	10	17	-29	3	1	4	11	13	26	1
COc1ccc(NC(=O)C/C(C)=N/NC(=O)c2ccco2)c([N+](=O)[O-])c1	-5	-22	-22	-24	-2	-8	-101	1	3	-17	-2
CCCn1c(O)c(C=Nc2ccccc2)sc1=S	5	-36	-237	-17	2	-41	-80	5	-80	-166	7
COc1cc(-c2noc(C)c2C#Cc2ccc(N)cc2)cc(OC)c1OC	52*	-5	-47	29	2	40	11	10	20	-67	-21
CC(C(=O)NCCc1ccccc1)N1c2cccc3cccc(c23)S1(=O)=O (stereo not given)	18	2	20	1	2	-4	-10	3	10	14	-19
Fc1ccc(/C=N/Nc2cc(N3CCOCC3)ncn2)cc1	28	-39	-137	-28	2	-14	-30	9	-89	-202	-6
CCc1c(C(=O)NCc2ccccc2Cl)[nH]c(C)c1C(C)=O	2	11	-24	18	0	-9	-3	21	4	-20	1
Brc1[nH]nc2ccccc12	11	24	-9	7	-2	-3	-4	3	13	-21	-16
Cn1cccc1CNC(=O)Nc1ccc(Cl)cc1	3	1	-161	-11	1	10	-33	-5	-31	-191	1
COc1ccc(C2CC(=O)Oc3cc(C)cc(C)c32)cc1 (stereo not given)	8	-16	7	-7	.	12	-17	8	-2	-8	-2
COc1cc(OC)c(OC)cc1CNC(=O)c1cc(S(=O)(=O)N2CCOCC2)ccc1F	-1	12	12	12	0	-2	0	-20	1	-11	2
COc1cccc(CNc2nc3ccc(C)cc3n3cnnc23)c1	1	-12	-21	-4	-1	-17	-10	37	-3	-13	7

Random excerpt: 2 compounds from above
SMILES	CF NFkB inh	Shn3 3UTR inh	HIF-2a block	TROY NFkB inh	NR2E3 ag-1	TWEAK Fn14 block	NR2E3 ag-2	TRAIL sens C8	MITF TRPM1 inh	Peg3 promoter	KKLEB cytotox
COc1cccc(CNc2nc3ccc(C)cc3n3cnnc23)c1	1	-12	-21	-4	-1	-17	-10	37	-3	-13	7
COc1ccc(C2CC(=O)Oc3cc(C)cc(C)c32)cc1 (stereo not given)	8	-16	7	-7	.	12	-17	8	-2	-8	-2

From PubChem
